# High-throughput results: PubChem BioAssay, National Center for Advancing Translational Sciences (NCATS)
# HT1080NT lethal: kills 2HG-producing HT-1080-NT fibrosarcoma cells | 1.6% of 360,000 active | HT-1080-NT fibrosarcoma viability, CellTiter-Glo ATP luminescence, 48 h | Potency, µM (series often up to 46.1 µM), without a hit: at the top dose activity, negative = less viability, most hits filed as cytotoxic;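 further: NT is the 2HG producing partner of a matched IDH1 knockdown line; potency means the concentration at half of the fitted maximal effect; 0% = DMSO-treated cells and -100% = media-only wells without cells; nearly all actives have a fitted effect of over 55% in size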
#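 Viability of the 2HG-overproducing fibrosarcoma line after 48 hours of compound exposure at 37 degrees C was determined by luminescence with CellTiter-Glo, and concentration-effect curves were then fitted and categorized.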
# KB-V1 cytotox: kills drug-selected multidrug resistant KB-V1 cells | KB-V1 MDR cells viability, CellTiter-Glo, 72 h | Potency, µM (highest dose often 46.1 µM), for inactives: at the highest dose activity change, negative = cytotoxicity, actives largely listed as cytotoxic | 3.4% of 400,000 active | AID 1347076; further: potency means the concentration at half of the fitted maximal effect; on the % scale 0 is the no-effect control and ±100 the full control effect; nearly all actives have a fitted effect of over 60% in size
#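 Potencies derive from concentration-effect curves fitted to normalized luminescence (CellTiter-Glo) of KB-V1 cells treated for 72 h at 37 degrees C in phenol-red-free DMEM containing 10% FBS.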
# DRD3 agonist: agonists of human D3 dopamine receptor; P35462; D3R DiscoveRx beta-arrestin cells, luminescence, 90 min; max activation, %; 0.58% of 410,000 active; AID 652048; in the data active means max activation above about 30%; further: 0% is about no effect; mostly tested at two doses, the higher about 12 µM
# Target sequence (P35462 whole entry, looked up): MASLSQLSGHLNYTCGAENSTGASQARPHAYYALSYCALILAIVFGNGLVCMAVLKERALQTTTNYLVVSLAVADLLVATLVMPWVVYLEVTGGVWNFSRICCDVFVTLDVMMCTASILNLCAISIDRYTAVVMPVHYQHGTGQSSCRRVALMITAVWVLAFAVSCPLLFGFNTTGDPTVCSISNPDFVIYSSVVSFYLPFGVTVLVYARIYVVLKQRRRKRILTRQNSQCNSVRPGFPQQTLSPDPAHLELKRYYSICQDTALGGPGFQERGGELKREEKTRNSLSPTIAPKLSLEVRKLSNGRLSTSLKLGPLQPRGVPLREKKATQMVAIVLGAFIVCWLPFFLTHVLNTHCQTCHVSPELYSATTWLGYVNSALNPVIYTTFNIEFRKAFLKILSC
#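 Agonist-mode cell screen: cells plated at 1500/well and incubated overnight at 37 °C, then exposed to library compounds for 90 min at 37 °C. Detection reagent was added for 30–60 min at room temperature, and luminescence was read.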
# MCF10A rerep: inducers of DNA re-replication in MCF 10A breast cells; MCF 10A DNA re-replication, Hoechst nuclear intensity, 48 h; Potency, µM (highest dose often 46.1 µM), inactives show at the top dose activity, positive = re-replication, actives largely listed as activators; 2.9% of 350,000 active; AID 624296; further: potency means the concentration at half of the fitted maximal effect; % of control where 0% means no effect; nearly all actives have a fitted effect of over 50% in size
# IL-1B inflam inh: inhibitors of inflammasome signaling (IL-1 beta secretion). THP-1 LPS/ATP IL-1B secretion, AlphaLISA, 16 h; active compounds read low. activity change, % at 57.5 µM. 4.7% of 360,000 active. AID 743279; in the data active means activity change below about -50%; inconclusive means mostly about -30% to -49%; further: on the % scale 0 is the no-effect control and ±100 the full control effect
#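 Secreted IL-1B measured by AlphaLISA bead assay after 16 h compound exposure of THP-1 cells; compounds (final up to 57.5 uM) added 1 h before LPS (250 ng/mL) and ATP (1.25 mM) stimulation; lower signal means less secretion.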
# GLP1R cytotox: cytotoxic in the GLP-1 receptor inverse agonist counter-screen | HEK293 cAMP-luciferase reporter cells, luminescence, 24 h | Potency, µM (titrated, usually from 38.3 µM), inactives show top-dose activity change, negative = inhibition, actives largely listed as inhibitors | 0.13% of 410,000 active | AID 624418;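 further: loss of luciferase light is scored as toxicity; potency means the concentration at half of the fitted maximal effect; on the % scale 0 is the no-effect control and ±100 the full control effect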
#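 1536-well qHTS counterscreen of the MLSMR; 200 cells/uL, 12 h pre-incubation, 23 nL cpd, 24 h at 37 deg C 5% CO2, luciferase detection reagent, 12 min RT, luminescence. Inhibition = undesired.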
# SW480 rerep: induces DNA re-replication in SW480 colon adenocarcinoma cells; Potency, µM (titrated, usually from 46.1 µM), inactives show at the highest dose re-replication activation, hits mostly activators; SW480 DNA re-replication, Hoechst DNA content imaging, 48 h; 1.8% of 340,000 active; further: potency means the concentration at half of the fitted maximal effect; % of control where 0% means no effect; nearly all actives have a fitted effect of over 55% in size
#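 Readout is total intensity of Hoechst-stained nuclei, excited at 405 nm and collected at 500-530 nm. Compound treatment lasted 48 hr at 37 C in 5% CO2 before staining.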
# HT1080 IDH1KD tx: toxicity to HT-1080 IDH1 knockdown cells (counter line) | HT-1080 IDH1 knockdown viability, ATP luminescence, 48 h | Potency, µM (doses to about 46.1 µM), for inactives: top-dose activity, negative = toxicity, usual class: cytotoxic | 2% of 360,000 active | AID 686971;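 further: potency means the concentration at half of the fitted maximal effect; 0% = DMSO wells and -100% = cell-free medium wells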
#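 CellTiter-Glo luminescence after 48 h compound exposure at 37 degrees C of IDH1-knockdown HT-1080 cells in 5% FBS RPMI. %Activity scaled between DMSO wells and cell-free media wells, with curves fitted and assigned curve classes.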
# KB-3-1 tox: kills parental KB-3-1 adenocarcinoma cells; AID 1347075; 1.4% of 400,000 active; Potency, µM (top dose mostly 46.1 µM), without a hit: at the highest dose activity change, negative = cytotoxic, usual class: cytotoxic; KB-3-1 viability, CellTiter-Glo ATP luminescence, 72 h; further: potency means the concentration at half of the fitted maximal effect; on the % scale 0 is the no-effect control and ±100 the full control effect; nearly all actives have a fitted effect of over 60% in size
#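 KB-3-1 cells, DMEM (no phenol red) + 10% FBS; compound by pin transfer, 72 h, 37 °C. Readout: CellTiter-Glo luminescence after 10 min. Data normalized, curve-fitted.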
# * = called active by the depositor; ? = inconclusive; . = not tested or not shown; & = joins results of further samples; [ ] = dose if it differs, or a comment. Unless noted, the call rests on the fitted dose curve; in most records, active means well fitted curve in the direction sought with a large enough effect; inconclusive means small, poorly fitted or top-dose-only effect, or another doubt; inactive means no such curve, though single readings can be large; an effect the other way counts as inactive or inconclusive. Rows are unselected; any-hit rate near 11%.
SMILES,HT1080NT lethal,KB-V1 cytotox,DRD3 agonist,MCF10A rerep,IL-1B inflam inh,GLP1R cytotox,SW480 rerep,HT1080 IDH1KD tx,KB-3-1 tox
O=C(O)C1C2C=CC(C2)C1C(=O)OCc1ccccc1 (stereo not drawn),15%,3%,-1,-9%,25,-3%,-4%,22%,13%
Cc1ccc(-n2ncc3c(N4CCCCC4)ncnc32)cc1Cl,.,?,-8,.,.,2%,.,.,16%
CCCN(c1ccccc1C(=O)O)S(=O)(=O)c1ccc2c(c1)n(C)c(=O)n2C,17%,15%,2,12%,3,-11%,-14%,0%,8%
Cc1c(C)c2ccc(OC(C)C(=O)NCc3ccccn3)cc2oc1=O (stereo not drawn),6%,-8%,-1,1%,-25,2%,5%,22%,18%
Cc1cccc2c(CCNC(=O)c3ccc([N+](=O)[O-])cc3)c[nH]c12,-7%,-10%,-2,-2%,-2,-26%,-2%,-6%,-21%
O=C1CCN(Cc2ccccc2)S(=O)(=O)c2ccc(C(F)(F)F)cc21,-3%,?,6,?,-2,-1%,-8%,-6%,?
O=C(Nc1ccccc1N1CCN(C(=O)c2ccccc2)CC1)c1ccc([N+](=O)[O-])o1,?,?,11,?,2,-23%,?,16µM*,?
CCN(CC)C(=O)COCc1cc(-c2ccc3c(c2)OCO3)on1,4%,5%,2,-1%,8,-11%,-16%,-1%,5%
COc1ccc2ccccc2c1CN1CCCC(CO)C1 (stereo not drawn),-1%,6%,-4,-2%,0,-1%,-6%,2%,1%
O=[N+]([O-])c1ccc(NC(=S)N2CCCC2)cc1,-1%,16%,1,-2%,-12,-2%,2%,9%,0%
CCCNc1nc(C)c(C(C)=O)cc1C#N,0%,-4%,6,-6%,-9,-2%,0%,2%,2%
CC1(C(=O)O)CCC(C(=O)NC2CCCCCC2)C1(C)C (stereo not drawn),5%[9.24 µM],?,3,0%,-4,17%,-1%,7%,12%
Cc1nccn1-c1ncnc2sc3c(c12)CCCC3,5%,8%,1,3%,39,2%,2%,0%,7%
O=C1c2oc3ccccc3c(=O)c2C(c2cccc(O)c2)N1CCCN1CCOCC1 (stereo not drawn),22%,?,3,-2%,0,2%,-4%,23%,19%
Cc1cccc(NC(=O)NCCc2c[nH]c3ccccc23)c1,2%,0%,-4,6%,-14,-2%,11%,-8%,?
Cc1ccc(OC(C)c2nnc(N)s2)cc1Cl (stereo not drawn),0%,?,5,6%,2,-3%,0%,-19%,?
Cc1ccc(Nc2nn3c(=O)c4cc5c(cc4nc3s2)OCO5)cc1Cl,.,9%,2,.,.,18%,.,.,4%
Cc1cc(Cl)c(S(N)(=O)=O)cc1OCC(=O)NC1CCCCC1,-5%,.,-2,11%,-4,5%,-1%,-6%,.
CSc1ccccc1C(=O)NCC1CCCO1 (stereo not drawn),0%[9.24 µM],18%,-8,-3%,0,2%,-2%,0%,2%
COc1ccc(N=c2ssnc2Cl)cc1,-8%,11%,-6,5%[9.22 µM],-3,-1%,1%,-1%,2%
COc1ccc(N2CCN(C(=O)c3cc(=O)c4cc(C)c(C)cc4o3)CC2)cc1,12%,?,-5,16%,-7,-10%,4%,3%,3%
O=C(Nc1ccc(Cl)cc1)c1cc(S(=O)(=O)N2CCc3ccccc32)ccc1F,.,?,-8,.,.,-9%,.,.,-1%
COc1cc(C2C(C(=O)OC(C)C)=C(C)N=C3SCCC(=O)N32)ccc1OCc1ccccc1 (stereo not drawn),.,4%,1,.,.,9%,.,.,-25%
C=CCOc1c(Br)cc(CNn2nnnc2N)cc1OC,-6%,2%,-3,0%,24,5%,-3%,0%,-8%
NS(=O)(=O)c1ccc(CCNS(=O)(=O)c2ccc(Cl)nc2)cc1,5%,-3%,1,-10%,2,3%,3%,0%,1%
CC(C)NS(=O)(=O)c1ccc(NC(=O)CCc2ccccc2)cc1,-10%[9.24 µM],1%,3,-6%,32,-12%,-6%,-25%,-3%
CCOC(=O)NC(=O)CSc1nc(C)cc(C(F)(F)F)c1C#N,7%,?,-1,13%,-10,69%[activator],-4%,0%,2%
Cc1[nH]n(-c2cccc(Cl)c2)c(=O)c1C=NCC(C)C,-19%,-24%,2,-5%,-10,0%,1%,-19%,-8%
COc1ccc(C(=O)C(OC(=O)c2ccccc2Cl)c2ccccc2)cc1 (stereo not drawn),5%,0%,-6,1%,-6,3%,-11%,0%,0%
COC(=O)c1cc(S(=O)(=O)N(C)c2ccc(C)c(C)c2)c[nH]1,-16%,3%,-1,14%,15,-8%,-20%,5%,-11%
CCN(C(=O)COC(=O)c1nc(Cl)ccc1Cl)c1c(N)n(Cc2ccccc2)c(=O)[nH]c1=O,-3%,0%,2,1%,12,4%,-2%,13%,?
CN(CC(=O)Nc1ccc(F)c(F)c1F)C(=O)C1=COCCO1,18%,18%,4,?,24,6%,-2%,17%,15%
CC(C)C(c1nnnn1CCc1ccccc1)N1CCN(C(=O)c2ccco2)CC1 (stereo not drawn),-4%,-2%,-3,0%,-12,2%,1%,4%,-5%
NS(=O)(=O)c1cccc(NC(=S)NC(=O)C23CC4CC(CC(C4)C2)C3)c1,9%,18µM*,-3,?,-86*,-16%,3%,11%,2%
N=c1ncn(Cc2ccccc2)c2nc(SCCOc3ccccc3)[nH]c12,8%,?,1,-77%[inhibitor],27,-15%,-1%,14%,5%
Cc1ccc(S(=O)(=O)N2CCC(C(=O)Nc3ccccc3N3CCCCC3)CC2)cc1C,8%,?,2,11%,16,3%,?,3%,4%
CC(C)CCN1NC2(CCCC(C)C2)NC1=S (stereo not drawn),16%,-17%,4,?,.,13%,?,9%,-2%
N#CC1=C2SCN(Cc3ccco3)CN2C(=O)CC1c1ccccc1F (stereo not drawn),4%,-18%,3,-1%,17,-12%,-4%,9%,-2%
OCc1ccccc1OCCOc1ccc(Cl)c2cccnc12,-3%,0%,8,3%,16,-34%,-10%,?,?
O=C1c2ccccc2S(=O)(=O)N1Cc1cccc(S(=O)(=O)N2CCOCC2)c1,8%,0%,7,-5%,18,0%,-6%,10%,13%
O=C(CCC1CCN(C(=O)Cc2c(F)cccc2F)CC1)NC1CC1,0%,-7%,1,-1%,0,6%,1%,-3%,-7%
Cn1nc(C(=O)Nc2ccccc2N2CCOCC2)ccc1=O,3%,0%,2,-4%,1,3%,-5%,6%,?
CCOC(=O)c1sc(=S)n(C)c1C,27%,10%,0,-5%,2,1%,-3%,25%,-1%
CCCn1c(=O)sc2cc(NC(=O)c3ccc(OC)c(Br)c3)ccc21,.,-8%,6,.,.,-31%,.,.,23µM*
CC1CCCC(C(=O)OCc2ccccc2)N1 (stereo not drawn),14%,0%,0,-3%,1,-1%,-5%,19%,1%
CC(=O)Nc1ccc(NC(=O)CN(c2ccc([N+](=O)[O-])cc2)S(=O)(=O)c2ccccc2)cc1,-2%,0%,0,0%,-10,6%,2%,0%,-21%
Cc1nc2c3ccccc3nc(NNC(=O)CCC(=O)N3CCN(c4cccc(C(F)(F)F)c4)CC3)n2n1,.,0%,-19,.,.,0%,.,.,?
Cn1cc(C(=O)Nc2ccccn2)c(=O)c2ccccc21,10%,-2%,-12,-1%,23,-7%,-6%,15%,1%
O=C1CS/C(=N/N=C2C3CC4CC(C3)CC2C4)N1,1%,7%,-3,-4%,14,?,-6%,3%,7%
COc1ccc(C(=O)NCC(=O)NCC(=O)OCC(=O)c2cccs2)cc1,9%,9%,11,-3%,3,17%,-5%,9%,8%
COc1cccc(C2C(C(=O)/C=C/c3ccco3)=C(O)C(=O)N2CCN2CCOCC2)c1 (stereo not drawn),0%,0%,5,27%,-4,-15%,8%[1.84 µM],-2%,6%
O=C(NCCc1ccccc1)c1ccc2c(c1)N(Cc1ccc(Cl)cc1)C(=O)c1ccccc1S2(=O)=O,.,-19%,2,.,.,-10%,.,.,4%
CCCS(=O)(=O)N1CCN(Cc2c[nH]c3ccccc23)CC1,0%,-12%,-5,-10%,17,-8%,?,-4%,-2%
COc1ccccc1S(=O)(=O)CC(O)COc1ccc(F)cc1Cl (stereo not drawn),-13%,?,-44,-4%,-62*,10%,-1%,-2%,0%
COc1ccc(OC)c(/C=N/NC(=O)CC2C(=O)NN=C2C)c1 (stereo not drawn),4%,8%,-4,1%,8,14%,2%[9.22 µM],13%,-4%
CCC(C)[C@@H](N)C(=O)N/N=C/c1ccc2ncccc2c1 (stereo partly drawn),5%,-13%,6,-12%,13,-11%,-8%,9%,3%
COc1ccc(-c2ccc3c(c2)c(-c2cccs2)c(-c2cc(OC)cc(OC)c2)n3C)cc1,-1%,1%,5,2%,11,6%,-10%,-1%,-6%
Cc1ccc2nc(-c3ccncc3)c(Nc3ccccc3)n2c1,2%&-2%,-13%,6,18%,-9,-1%,-5%,-2%&1%,-2%

# Only HT1080 IDH1KD tx, for four of the compounds above:
compound	HT1080 IDH1KD tx
Cc1ccc2nc(-c3ccncc3)c(Nc3ccccc3)n2c1	-2%&1%
O=C1CS/C(=N/N=C2C3CC4CC(C3)CC2C4)N1	3%
CCCS(=O)(=O)N1CCN(Cc2c[nH]c3ccccc23)CC1	-4%
CC(=O)Nc1ccc(NC(=O)CN(c2ccc([N+](=O)[O-])cc2)S(=O)(=O)c2ccccc2)cc1	0%
